Bioassay records deposited in PubChem BioAssay by Broad Institute.
FN deposition inh = fibronectin deposition inhibition; AID 743247; AH1F fibroblasts, Alexa488-fibronectin deposition fluorescence, overnight; inhibition, % at 12.6 µM; 350,000 tested, 0.086% active;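 active means mean inhibition across replicates of 30% or more, regardless of how many single replicates reach that level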;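 further: positive control wells lacked labelled fibronectin entirely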
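Assay system: AH1F fibroblasts / Quantity: 10000 cells per well / Medium: DMEM plus 2% serum, read in PBS / Reagent: labelled fibronectin 24 nM / Dosing: single dose, pinned / Times: 1 h cell attachment, overnight exposure to compound and label / Signal: fluorescence, ex 485 nm, em 525 nm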
S100A4 inh HTS = inhibitors of human S100A4 binding to myosin IIA peptide | S100A4/TAMRA-MyoIIA peptide fluorescence polarization | inhibition, % at 10.7 µM | 360,000 tested, 0.14% active | AID 652163;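 active means mean inhibition of at least 70% across replicates, with every replicate also reaching that level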
Target sequence (P26447 whole entry, looked up): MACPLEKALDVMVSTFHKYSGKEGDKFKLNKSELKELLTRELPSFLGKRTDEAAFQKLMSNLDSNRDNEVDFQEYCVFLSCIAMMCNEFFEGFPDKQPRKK
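Material: S100A4 monomer (human). Medium: Calcium-containing HEPES buffer, pH 7.2. Probe or stimulus: labelled myosin peptide probe, 5 nM. Compound dosing: one concentration per compound. Timing: polarization read 5 min after assay mix addition, stable 5–60 min. Benchmarks: DMSO as neutral control, TFP as positive control.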
EWS-Fli block = EWS/Fli transcriptional activity inhibition | inhibition, % at 12.6 µM | A673 NR0B1-luciferase reporter, viability-normalised | 350,000 tested, 0.67% active;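 active means mean inhibition of at least 50% after viability correction, with every replicate also passing that limit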;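 further: firefly luciferase signal divided by Alamar Blue viability fluorescence both relative to DMSO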
PAX8 inh HTS = inhibitors of PAX8 transcriptional activity in RMG-I cells. inhibition, % at 12.6 µM. RMG-I TPO-luciferase reporter, SteadyGlo, 24 h. 360,000 tested, 1.2% active. AID 652154;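 active means mean replicate inhibition at least 60% with every replicate also reaching 60%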;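 further: luciferase light reporting Pax8 driven TPO promoter activity; plate controls were median of neutral control wells for no effect and mitoxantrone controls for full effect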
PglD inh = PglD (C. jejuni) enzyme inhibition; purified PglD enzyme, DTNB colorimetric CoA detection; inhibition, % at 12.5 µM; 360,000 tested, 0.098% active; in the data active means inhibition above about 16%, passing the limit was not always enough; further: strong numbers were not always called active
PGC1a acetyl inh = modulators of PGC1a acetylation; 350,000 tested, 0.17% active; inhibition, % at 15.6 µM; U2OS PGC1a acetylation, AlphaScreen anti-acetyl-lysine; with virally co-expressed GCN5 acetyltransferase; AID 651687;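 active means every replicate shows inhibition of at least 40%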;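 further: 0% = neutral control wells and 100% = positive control wells; some results beyond the cut were filed as inactive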
LGR2 antag = inhibitors of bursicon-induced Drosophila LGR2 receptor cAMP signaling | 380,000 tested, 0.35% active | AID 720647 | HEK293 LGR2, CRE-luciferase, bursicon-stimulated, 4 h | inhibition, % at 9.99 µM;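 active means drop in luminescence signal, shown as inhibition above about 50% in the replicate tests, limit read from the data, passing the limit was not always enough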;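 further: agonist challenge used bursicon conditioned medium at about half maximal strength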
ERAP1 inh = inhibitors of human ERAP1 aminopeptidase | inhibition, % at 10.7 µM | recombinant ERAP1, Leu-AMC fluorescence, 60 min | Q9NZ08 | 340,000 tested, 0.15% active;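 active means mean replicate inhibition of at least 30%, or all replicates individually reaching that 30% level; inactive means mean below 30% and not every replicate reaching it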;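 further: 0% = neutral control wells and 100% = L-leucinethiol positive control wells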
Target sequence (Q9NZ08 whole entry, looked up): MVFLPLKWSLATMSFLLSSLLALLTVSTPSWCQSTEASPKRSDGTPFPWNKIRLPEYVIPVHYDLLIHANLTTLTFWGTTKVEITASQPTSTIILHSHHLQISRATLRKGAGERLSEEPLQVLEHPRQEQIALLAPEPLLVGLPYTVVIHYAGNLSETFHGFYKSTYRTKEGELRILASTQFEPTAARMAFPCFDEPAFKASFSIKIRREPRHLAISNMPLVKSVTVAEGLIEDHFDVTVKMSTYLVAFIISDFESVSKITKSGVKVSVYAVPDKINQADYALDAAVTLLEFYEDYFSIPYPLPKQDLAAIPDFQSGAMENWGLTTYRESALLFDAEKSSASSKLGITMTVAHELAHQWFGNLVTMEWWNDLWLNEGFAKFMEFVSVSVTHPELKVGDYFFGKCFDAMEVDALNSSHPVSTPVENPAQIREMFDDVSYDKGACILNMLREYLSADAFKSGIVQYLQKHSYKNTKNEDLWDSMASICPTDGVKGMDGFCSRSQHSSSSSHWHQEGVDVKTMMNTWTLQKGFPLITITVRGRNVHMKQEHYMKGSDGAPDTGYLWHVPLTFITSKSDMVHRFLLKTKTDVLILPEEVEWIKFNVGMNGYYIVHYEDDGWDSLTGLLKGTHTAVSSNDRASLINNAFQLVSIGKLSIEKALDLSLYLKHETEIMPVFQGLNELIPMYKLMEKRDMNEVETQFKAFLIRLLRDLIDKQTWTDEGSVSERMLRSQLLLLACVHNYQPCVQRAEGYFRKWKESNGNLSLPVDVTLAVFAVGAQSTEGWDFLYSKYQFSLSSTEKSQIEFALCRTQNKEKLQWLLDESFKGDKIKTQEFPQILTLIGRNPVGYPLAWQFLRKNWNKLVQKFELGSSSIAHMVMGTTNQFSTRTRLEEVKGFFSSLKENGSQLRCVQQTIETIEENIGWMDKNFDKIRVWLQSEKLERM
Active calls of the source: *.

How did Cc1nc2nc(SCC(=O)NCCCN3CCCCCC3)nn2c(C)c1Cc1ccccc1Cl do in these assays?
FN deposition inh: 13; S100A4 inh HTS: -31; PAX8 inh HTS: 21; PglD inh: -3; PGC1a acetyl inh: 4; LGR2 antag: 1; ERAP1 inh: -4

Results for COCC(=O)N1[C@@H](CO)[C@@H](c2ccccc2)C12CN(C(=O)c1ccccc1)C2 ?
FN deposition inh: -14; S100A4 inh HTS: 9; EWS-Fli block: -6; PAX8 inh HTS: -10; PGC1a acetyl inh: 1; LGR2 antag: -2; ERAP1 inh: 8

How did COc1ccc(NC(=O)CN2C(=O)COc3ccc(S(=O)(=O)N4CCCCCC4)cc32)cc1 do in these assays?
FN deposition inh: 4; S100A4 inh HTS: -2; EWS-Fli block: -2; PAX8 inh HTS: 6; PglD inh: -4; PGC1a acetyl inh: 4; LGR2 antag: -2; ERAP1 inh: 0

Results for C[C@@H]1CN([C@H](C)CO)C(=O)c2cccc(NC(=O)C3CCCCC3)c2O[C@H]1CN(C)Cc1ccc2c(c1)OCO2 ?
S100A4 inh HTS: 2; EWS-Fli block: 2; PAX8 inh HTS: 8; PglD inh: -4; PGC1a acetyl inh: 3; LGR2 antag: -7; ERAP1 inh: 0

Results for O=C(Nc1nnc(S(=O)(=O)N2CCOCC2)s1)c1ccc(Cl)cc1 ?
FN deposition inh: 3; S100A4 inh HTS: -1; EWS-Fli block: -8; PAX8 inh HTS: -33; PglD inh: 4; LGR2 antag: 8; ERAP1 inh: 8

Results for Cc1ccccc1NC(=O)Cc1nc(COC(=O)C(C)(C)Oc2ccc(Cl)cc2)cs1 ?
FN deposition inh: 17; S100A4 inh HTS: -5; EWS-Fli block: 7; PAX8 inh HTS: 6; PglD inh: -1; PGC1a acetyl inh: -2; LGR2 antag: 3; ERAP1 inh: -13

How did CC1CN(S(=O)(=O)c2ccc(CN3C(=O)c4cccnc4C3=O)s2)c2ccccc2O1 (stereo unspecified) do in these assays?
FN deposition inh: -4; S100A4 inh HTS: -2; PAX8 inh HTS: 6; PglD inh: 1; PGC1a acetyl inh: -1; LGR2 antag: 9; ERAP1 inh: -3

What do the screens show for `CC(C)[C@@H](C(=O)NC1CC1)N1C(=O)N2CCc3c([nH]c4ccccc34)[C@@]2(C)C1=O`?
S100A4 inh HTS: -6; EWS-Fli block: 14; PglD inh: -3; PGC1a acetyl inh: -1; LGR2 antag: -16

What do the screens show for `NC(=O)c1cc[n+](Cc2ccc([N+](=O)[O-])cc2)cc1`?
FN deposition inh: 10; S100A4 inh HTS: -1; EWS-Fli block: 10; PAX8 inh HTS: 12; PglD inh: -1; PGC1a acetyl inh: 8; LGR2 antag: 5; ERAP1 inh: 0

Results for Cc1ccc(/C=N/Nc2cccc3cccnc23)c(O)c1 ?
S100A4 inh HTS: 3; EWS-Fli block: -69; PGC1a acetyl inh: 2; LGR2 antag: -46; ERAP1 inh: -1

Results for Cc1ccc(S(=O)(=O)NCC(=O)NCC(=O)N(C)Cc2ccc3ccccc3c2)cc1C ?
FN deposition inh: -3; S100A4 inh HTS: 6; EWS-Fli block: 18; PAX8 inh HTS: 17; PglD inh: 0; PGC1a acetyl inh: 10; LGR2 antag: 2; ERAP1 inh: 8

Results for CO[C@@H]1CN(C)C(=O)c2ccc(NC(=O)c3cc(C)on3)cc2OC[C@H](C)NC[C@H]1C ?
FN deposition inh: -3; S100A4 inh HTS: -3; EWS-Fli block: 1; PglD inh: 0; PGC1a acetyl inh: -10; LGR2 antag: -2; ERAP1 inh: 1

How did COc1ccc(-c2nnc(SCc3nc4ccccc4c(=O)[nH]3)o2)cc1 do in these assays?
FN deposition inh: 9; S100A4 inh HTS: 10; EWS-Fli block: -23; PAX8 inh HTS: -24; PglD inh: -2; PGC1a acetyl inh: -3; LGR2 antag: 0; ERAP1 inh: -1

Results for C[C@@H]1CN([C@@H](C)CO)C(=O)c2cc(NC(=O)Cn3cnnn3)ccc2O[C@H]1CN(C)C(=O)Nc1ccccc1 ?
S100A4 inh HTS: 1; EWS-Fli block: 1; PglD inh: -2; PGC1a acetyl inh: 3; LGR2 antag: 5; ERAP1 inh: 1

How did COCc1cn(CC[C@@H]2CC[C@@H](NC(=O)Nc3ccc(F)cc3)[C@H](CO)O2)nn1 do in these assays?
S100A4 inh HTS: 1; EWS-Fli block: 2; PAX8 inh HTS: -8; PglD inh: -1; PGC1a acetyl inh: 6; LGR2 antag: 5; ERAP1 inh: 3

Results for COc1ccc(NC(=O)C(=O)NCCCn2ccnc2)cc1 ?
FN deposition inh: 3; S100A4 inh HTS: 5; EWS-Fli block: -33; PAX8 inh HTS: 17; LGR2 antag: -2; ERAP1 inh: 2

What do the screens show for `COc1cc(/C=C/C(=O)OCC(=O)N2CCOCC2)ccc1OCC#N`?
S100A4 inh HTS: 7; EWS-Fli block: -4; PAX8 inh HTS: -17; PGC1a acetyl inh: -5; LGR2 antag: -12; ERAP1 inh: 4

What do the screens show for `C[C@@H]1CN([C@@H](C)CO)C(=O)Cc2cc(NC(=O)C3CCCCC3)ccc2O[C@H]1CN(C)S(=O)(=O)c1cccs1`?
S100A4 inh HTS: 1; EWS-Fli block: 5; PAX8 inh HTS: -11; PglD inh: 4; PGC1a acetyl inh: 8; LGR2 antag: 4; ERAP1 inh: -1

How did CCc1ccc(C(C)NC(=O)Cc2ccc(F)cc2)cc1 (stereo unspecified) do in these assays?
FN deposition inh: 4; S100A4 inh HTS: -3; EWS-Fli block: 9; PAX8 inh HTS: 1; PGC1a acetyl inh: -3; LGR2 antag: 4; ERAP1 inh: -7

Results for O=c1cc(COc2ncnc3ccccc23)nc2sccn12 ?
FN deposition inh: 7; S100A4 inh HTS: -1; EWS-Fli block: -7; PAX8 inh HTS: 9; PglD inh: 0; PGC1a acetyl inh: -3; LGR2 antag: 11; ERAP1 inh: -2

Results for COC(=O)C1CCN(C(=O)c2c(-c3ccccc3Cl)noc2C)CC1 ?
FN deposition inh: -1; PAX8 inh HTS: -2; PglD inh: 7; PGC1a acetyl inh: -4

Results for O=c1cc(CN2CCN(Cc3ccccc3)CC2)c2cc3c(cc2o1)CCC3 ?
FN deposition inh: 0; S100A4 inh HTS: 1; EWS-Fli block: 7; PAX8 inh HTS: 0; PglD inh: 6; PGC1a acetyl inh: 16; LGR2 antag: 4

How did Cc1ccc(NC(=O)CC(C)c2ccccc2)cc1S(=O)(=O)N1CCOCC1 (stereo unspecified) do in these assays?
S100A4 inh HTS: -1; EWS-Fli block: 11; PAX8 inh HTS: 9; PglD inh: -3; PGC1a acetyl inh: 3; LGR2 antag: -4; ERAP1 inh: -1

How did CCC(=O)N1[C@@H]2Cn3c(ccc(-c4cncnc4)c3=O)[C@H]1[C@@H](C(=O)N1CCc3ccccc3C1)[C@@H]2CO do in these assays?
S100A4 inh HTS: 45; EWS-Fli block: -6; PAX8 inh HTS: -15; PglD inh: 0; LGR2 antag: -2; ERAP1 inh: 0

What do the screens show for `CCC(=O)c1cn(CC(=O)Nc2cccc(C)c2)c2ccccc12`?
FN deposition inh: -5; S100A4 inh HTS: -2; EWS-Fli block: 7; PAX8 inh HTS: 11; PglD inh: -3; PGC1a acetyl inh: -1; LGR2 antag: -15; ERAP1 inh: -1

Results for COC(=O)c1ccccc1NC(=O)c1ccc(F)cc1 ?
FN deposition inh: 1; S100A4 inh HTS: -5; EWS-Fli block: -6; PAX8 inh HTS: 12; PglD inh: -3; PGC1a acetyl inh: -2; LGR2 antag: 0; ERAP1 inh: 0

Results for CNC[C@H]1Oc2ccc(NS(C)(=O)=O)cc2CC(=O)N([C@@H](C)CO)C[C@@H]1C ?
S100A4 inh HTS: 6; EWS-Fli block: -3; PAX8 inh HTS: -3; PglD inh: -5; PGC1a acetyl inh: -2; LGR2 antag: -11; ERAP1 inh: 3

Results for Nc1nc2c(ncn2[C@@H]2O[C@H](CNCc3ccc4ncccc4c3)[C@@H](O)[C@H]2O)c(=O)[nH]1 ?
FN deposition inh: -2; S100A4 inh HTS: -7; EWS-Fli block: -2; PAX8 inh HTS: 8; PglD inh: -5; PGC1a acetyl inh: 12; LGR2 antag: 11; ERAP1 inh: -2

What do the screens show for `S=c1nccc(-c2cccs2)[nH]1`?
FN deposition inh: -5; S100A4 inh HTS: -1; EWS-Fli block: -9; PAX8 inh HTS: 16; PglD inh: 3; PGC1a acetyl inh: -13; LGR2 antag: 5; ERAP1 inh: 1

How did C=CC[C@]12C=C(OC)C(=O)C(OC)=C1O[C@@H](c1ccc3c(c1)OCO3)[C@H]2C do in these assays?
S100A4 inh HTS: -15; EWS-Fli block: -3; PglD inh: 2; PGC1a acetyl inh: 2; LGR2 antag: -6; ERAP1 inh: 0

Results for Cc1ccccc1-c1nc(CS(=O)(=O)CC(=O)NCCCN2CCN(C)CC2)c(C)o1 ?
FN deposition inh: 6; S100A4 inh HTS: 8; EWS-Fli block: -4; PAX8 inh HTS: 1; PglD inh: 2; LGR2 antag: -3; ERAP1 inh: -5

How did O=C(c1cc([N+](=O)[O-])cc([N+](=O)[O-])c1)N(Cc1nnc(-c2ccccc2Cl)o1)C1CC1 do in these assays?
FN deposition inh: 2; S100A4 inh HTS: -16; EWS-Fli block: -9; PAX8 inh HTS: 9; PGC1a acetyl inh: -2; LGR2 antag: 11; ERAP1 inh: -2

What do the screens show for `O=C(c1ccco1)N1CCN(C(=O)c2cccs2)CC1`?
S100A4 inh HTS: 6; EWS-Fli block: 1; PglD inh: 8; PGC1a acetyl inh: 5; LGR2 antag: 9; ERAP1 inh: 0

Results for COCCn1c(-c2ccc3ccccc3c2)nc2c1c(=O)[nH]c(=O)n2CC(C)C ?
FN deposition inh: 1; S100A4 inh HTS: -3; EWS-Fli block: 6; PAX8 inh HTS: -4; PglD inh: 0; LGR2 antag: 11; ERAP1 inh: 0

What do the screens show for `CN1CCN(C(=O)C[C@@H]2C[C@@H]3c4cc(NC(=O)C5CCOCC5)ccc4O[C@@H]3[C@@H](CO)O2)CC1`?
FN deposition inh: -12; S100A4 inh HTS: -2; EWS-Fli block: -7; PAX8 inh HTS: -12; PglD inh: 1; PGC1a acetyl inh: 5; LGR2 antag: 0; ERAP1 inh: 1

What do the screens show for `COc1cccc(NC(=S)N(Cc2cccc(Br)c2)CC2CCC(C(=O)O)CC2)c1` (stereo unspecified)?
FN deposition inh: -2; S100A4 inh HTS: 7; EWS-Fli block: 10; PAX8 inh HTS: -27; PglD inh: -4; PGC1a acetyl inh: 7; LGR2 antag: -16; ERAP1 inh: -5

Results for CC(C)NCCCOc1ccc(Cl)cc1Br ?
FN deposition inh: -3; PAX8 inh HTS: 1; PglD inh: -4; PGC1a acetyl inh: -15

Pulled by structure from the entries so far (3):
Results for COCCn1c(-c2ccc3ccccc3c2)nc2c1c(=O)[nH]c(=O)n2CC(C)C ?
FN deposition inh: 1; S100A4 inh HTS: -3; EWS-Fli block: 6; PAX8 inh HTS: -4; PglD inh: 0; LGR2 antag: 11; ERAP1 inh: 0

What do the screens show for `CN1CCN(C(=O)C[C@@H]2C[C@@H]3c4cc(NC(=O)C5CCOCC5)ccc4O[C@@H]3[C@@H](CO)O2)CC1`?
FN deposition inh: -12; S100A4 inh HTS: -2; EWS-Fli block: -7; PAX8 inh HTS: -12; PglD inh: 1; PGC1a acetyl inh: 5; LGR2 antag: 0; ERAP1 inh: 1

How did O=C(c1cc([N+](=O)[O-])cc([N+](=O)[O-])c1)N(Cc1nnc(-c2ccccc2Cl)o1)C1CC1 do in these assays?
FN deposition inh: 2; S100A4 inh HTS: -16; EWS-Fli block: -9; PAX8 inh HTS: 9; PGC1a acetyl inh: -2; LGR2 antag: 11; ERAP1 inh: -2
